Screening results: PubChem, several laboratories
S1P4 antag = antagonists of human S1P4 receptor. O95977. S1P4-expressing cells, antagonist mode, reporter read-out. inhibition, % at 4.98 µM. actives 0.26% (n = 220,000); in the data active = inhibition above about 29%;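 note: 0% = wells stimulated with agonist and 100% = vehicle wells without agonist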
TRPML3 agonist = activates the human TRPML3 channel. actives 0.29% (n = 220,000). activation, % at 3 µM. HEK293 TRPML3-YFP, Fluo-8 calcium fluorescence; 100% = the carbachol control signal. AID 1448;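 active = activation above its plate's cutoff, the mean activation of the plate's test wells plus 3 SD, cut at about 12% in these data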;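 note: 0% = DMSO only wells and 100% = carbachol wells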
Target sequence (Q8TDD5 whole entry, looked up): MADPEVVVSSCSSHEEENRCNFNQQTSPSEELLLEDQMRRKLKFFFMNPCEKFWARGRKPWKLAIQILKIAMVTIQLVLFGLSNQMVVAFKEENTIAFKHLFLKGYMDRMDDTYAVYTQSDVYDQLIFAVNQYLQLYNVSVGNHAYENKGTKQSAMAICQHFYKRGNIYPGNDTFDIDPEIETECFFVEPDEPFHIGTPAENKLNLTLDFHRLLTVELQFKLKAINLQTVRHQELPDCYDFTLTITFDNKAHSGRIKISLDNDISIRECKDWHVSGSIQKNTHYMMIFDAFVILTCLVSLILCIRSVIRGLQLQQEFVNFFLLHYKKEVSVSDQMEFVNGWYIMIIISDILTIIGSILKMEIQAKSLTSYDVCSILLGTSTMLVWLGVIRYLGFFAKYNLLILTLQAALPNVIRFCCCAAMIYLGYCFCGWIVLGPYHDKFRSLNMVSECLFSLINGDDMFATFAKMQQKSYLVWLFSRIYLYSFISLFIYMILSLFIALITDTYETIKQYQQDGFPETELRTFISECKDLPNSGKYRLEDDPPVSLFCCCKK
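Material: TRPML3-YFP stable HEK293 cells | Dosing: One concentration, 3 µM nominal, 0.3% DMSO | Timing: 125 s total fluorescence read per well | Technique: Fluo-8 calcium dye fluorescence, ex 470-495, em 515-575 nm | Measure: Percent activation from peak-to-basal fluorescence ratio, scaled between DMSO and carbachol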
NPY1 pot ag = potentiators or agonists of human neuropeptide Y receptor Y1 | NPY-Y1 expressing cells, potentiator/agonist activation | activation, % at 3.6 µM | actives 0.37% (n = 220,000) | AID 1304; in the data active = activation above about 33%, passing the limit was not always enough;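 note: cells stimulated with NPY at EC10 then isoproterenol at EC100; 0% = low agonist plus stimulus and 100% = saturating agonist plus stimulus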
S1P4 agonist = activates the human S1P4 receptor; O95977; S1P4-expressing cell line, agonist reporter assay; activation, % at 4.98 µM; actives 0.35% (n = 220,000); AID 1509; in the data active = activation above about 11%;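 note: 0% = DMSO vehicle and 100% = reference agonist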
NPY-Y1 antag = NPY-Y1 (human) receptor antagonism; P25929; AID 1040; inhibition, % at 3.6 µM; actives 1% (n = 200,000); HEK293-CNG Y1 cells, membrane potential fluorescence; NPY at EC95, then isoproterenol;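 active = inhibition above the campaign mean inhibition of all tested compounds plus 3 SD, cut at about 20% in these data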;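 note: 0% = DMSO wells given NPY plus isoproterenol and 100% = isoproterenol alone without NPY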
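System: HEK293 cells with Y1 receptor plus CNG channel / Probe or stimulus: NPY 25 nM then isoproterenol 1 µM plus Ro 20-1724 25 µM / Compound: one concentration, 3.6 µM, in 0.4% DMSO / Schedule: compound incubation 1 h at room temperature, readout 45 min post-stimulation / Measured by: membrane potential fluorescence / Read-out: % inhibition of NPY effect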
EP2 mod = modulators of human EP2 prostaglandin E2 receptor; P43116; EP2-expressing cells, cAMP HTRF FRET, PGE2 co-stimulation; induction, % at 25 µM; actives 0.83% (n = 260,000);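 active = compounds whose cAMP rise, as percent of the full-agonist control response, exceeds 60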;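 note: rat C6 glioma line stably carrying human EP2 under a CMV promoter; the protocol text gives 20 µM as final concentration; 100% = response of wells given 1 µM PGE2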
CHOP inh = CHOP inhibition in unfolded protein response. CHO-K1 CHOP-promoter luciferase, tunicamycin-induced, 15-18 h. inhibition, % at 10 µM. actives 3.8% (n = 220,000). AID 2732;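 active = compounds that reduced the stress-induced luciferase reporter signal by more than about 70% of percent inhibition, limit read from the data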;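 note: 0% = tunicamycin plus vehicle and 100% = wells without tunicamycin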
NPY2 pot ag = potentiates or activates human NPY-Y2 receptor. P49146. cells expressing NPY-Y2, potentiator/agonist read-out. activation, % at 3.6 µM. actives 0.45% (n = 220,000); in the data active = activation above about 27%;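 note: cells stimulated with NPY near EC25 plus isoproterenol at EC100; 0% = vehicle plus submaximal agonist and 100% = vehicle plus saturating agonist; some results beyond the cut were filed as inactive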
Target sequence (P49146 whole entry, looked up): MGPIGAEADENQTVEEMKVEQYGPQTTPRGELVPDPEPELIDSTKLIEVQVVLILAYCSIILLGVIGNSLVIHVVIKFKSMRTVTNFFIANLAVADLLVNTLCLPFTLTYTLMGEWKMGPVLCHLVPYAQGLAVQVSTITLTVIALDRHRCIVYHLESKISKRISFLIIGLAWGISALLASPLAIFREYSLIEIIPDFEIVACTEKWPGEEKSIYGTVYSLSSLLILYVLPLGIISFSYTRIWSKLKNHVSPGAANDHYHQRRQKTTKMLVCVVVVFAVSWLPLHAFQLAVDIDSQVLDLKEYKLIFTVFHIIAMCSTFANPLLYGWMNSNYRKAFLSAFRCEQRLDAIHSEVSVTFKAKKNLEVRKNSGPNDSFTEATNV
zfTRPN1 agonist = agonists of zebrafish TRPN1 channel; HEK293 zebrafish TRPN1-YFP, Fluo-8 calcium fluorescence; 100% = response to 87 µM carbachol; actives 0.18% (n = 220,000); activation, % at 3 µM;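 active = activation above its plate's cutoff, the mean activation of test wells on that plate plus 3 SD, cut at about 19% in these data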;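 note: 0% = DMSO alone and 100% = 87 µM carbachol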
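Material: zebrafish TRPN1-YFP in HEK293 cells. Doses: one dose of 3 µM, 0.3% DMSO. Incubation: dye 1 h 37 °C plus 30 min RT. Measured by: intracellular calcium fluorescence with Fluo-8.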
The depositor's hits bear a star; / = no result given; & = joins results of further samples.

Molecule,S1P4 antag,NPY-Y1 antag,EP2 mod,zfTRPN1 agonist,NPY1 pot ag,NPY2 pot ag,CHOP inh,TRPML3 agonist,S1P4 agonist
CCCCN(c1ccccc1)S(=O)(=O)c1cccc(C(=O)O)c1,-17,8,31,-0.5,11,-2,32,-0.5,0.4
CN(C)NC(=S)Nc1cccc(C(F)(F)F)c1,-8,/,-1,-0.4,13,4,20,0.2,0.6
O=S(=O)(c1ccc2nc(COc3ccccc3)[nH]c2c1)N1CCOCC1,-14,-1,21,-0.8,13,19,-12,0.1,-0.2
O=C(CCCCCN1C(=O)c2ccccc2C1=O)Nc1ccccc1,-2,2,-47,-0.4,-9,6,28,0.7,-3.4
O=S(=O)(c1ccccc1)c1cnc(-c2cccnc2)nc1-c1ccccc1,-1,-2,21,1.6,-7,-12,33,0.2,2.5
Cc1cc(NC(=O)CN2CCc3ccccc3C2)nc2c1c(=O)oc1ccccc12,-14,1,11,0.3,-6,-6,7,0.1,-0.3
C=CCn1cccc(C(=O)Nc2ccc(OC)c(OC)c2)c1=O,6,-2,0,0.7,7,-3,-11,0.5,2.6
COc1ccc(-n2nnnc2/C=C\Nc2ccc(C)cc2)cc1,0,/,-51,0.3,-2,2,-4,0.4,-2.3
COCCNC(=O)C(=O)NCCN1CCNCC1,2,-5,-6,1.6,-8,-6,-10,0.3,2.6
Cc1noc(C)c1C(=O)OCC(=O)Nc1cccc(S(N)(=O)=O)c1,4,2,14,0.0,10,9,30,0.8,-0.3
CCCC(C)C(=O)Nc1ccc(F)c(Cl)c1 (configuration not stated),3,6,-22,1.5,-11,-25,-11,0.5,-2.7
COc1ccccc1CNC(=O)C(NS(=O)(=O)c1ccc2c(c1)oc(=O)n2C)C(C)C (configuration not stated),6,-1,3,-1.3,9,0,19,0.0,-0.6
CC(=O)NC1C2CN3CCN(C2)CC1(Cc1ccccc1)C3 (configuration not stated),10,-5,22,-1.1,-36,-10,10,-0.1,3.8
COc1cccc(NC(=O)COC(=O)c2nc3nccc(C)n3n2)c1,-13,5,28,-0.3,7,-17,-13,0.1,0.5
CC(/C=N/n1c(COc2ccccc2)n[nH]c1=S)=C\c1ccccc1,5,31*,-5,-1.5,-31,-30,111*,-0.2,-0.9
Cc1ccsc1C(=O)NNC(=S)NCC(C)C,-11,-2,3,-0.1,12,4,18,0.7,0.3
Cc1ccc(Nc2nc(N)nc(CSc3ncccn3)n2)cc1,-25,0,-15,-0.5,12,-7,29,0.9,-2.2
O=C(Cc1ccccc1)NN1C(=O)/C(=C/c2ccccc2C(=O)O)SC1=S,8,2,39,0.2,17,-34,21,0.6,1.0
COc1ccc(OC)c2[nH]c(=O)c(CCNC(=O)C3CCCCC3)cc12,5,1,-49,-0.5,-4,5,19,-0.7,-1.6
O=C(Cn1cnc2scc(-c3cccc([N+](=O)[O-])c3)c2c1=O)NCc1ccco1,-14,-1,-29,-0.8,-13,-8,8,1.0,1.1
O=C(N=Nc1c(O)[nH]c2ccccc12)c1cccs1,-1,13,-25,1.2,-4,-8,1,-0.2,-0.5
CCc1cc(C)c(O)c(CC)n1,-3,2,-4,-0.3,-8,10,-20,0.4,-1.1
Cc1cc(=O)oc2c1c(C)nn2-c1ccc(Br)cc1,-11,6,-5,-0.6,-4,-3,18,0.2,1.7
O=C(O)CCc1nn2cc(-c3ccccc3)nc2[nH]c1=O,-5,-2,2,-0.3,-33,6,-13,0.5,3.7
COc1ccc(N(Cc2cc3cc(OC)ccc3[nH]c2=O)C(=O)c2cccnc2)cc1,-14,-5,/,0.8,8,1,/,0.3,0.5
O=C(O)CCSc1nnc(-c2ccncc2)n1-c1ccccc1,-23,-4,18,-0.6,-10,15,6,0.5,0.3
Cc1ccc2nc(/C(C#N)=C\c3ccc(OC(=O)c4cccs4)cc3)[nH]c2c1,18,8,-35,0.1,-7,-5,43,0.3,2.2
COC(=O)CN1C(=O)C2(C(C#N)=C(N)Oc3cc(C)oc(=O)c32)c2ccccc21 (configuration not stated),-10,-2,19,0.7,3,-2,19,-0.1,0.7
CC(C(=O)NN=C(c1ccccc1)c1ccccc1)N1CCCC1 (configuration not stated),3,3,-3,-1.5,4,2,5,0.5,-0.4
O=C(NC1CCCCC1)C1CCCN(S(=O)(=O)c2cnc[nH]2)C1 (configuration not stated),-10,3,7,0.9,8,11,62,0.7,0.0
CCN(CC(=O)Nc1ccc(Cl)c(C(F)(F)F)c1)CC(=O)NC1CCS(=O)(=O)C1 (configuration not stated),8,-2,-11,-0.6,-23,4,1,-0.6,-1.4
O=C(CCC1CCCN(C(=O)Cn2cnnn2)C1)NCc1ccc(F)c(F)c1 (configuration not stated),-5,1,-22,0.9,4,-21,-3,0.2,-1.2
CCOc1ccc(C(=O)Nc2ccc(Cc3ccncc3)cc2)cc1Br,-5,-1,-96,4.5,14,7,33,2.2,0.6
COc1ccc(OC)c(N(CC(=O)N2CCc3ccccc3C2)S(C)(=O)=O)c1,-1,2,51,-0.7,31,18,17,-0.3,1.1
Cc1nn(CCC#N)c(NC(=O)c2ccccc2)c1P(=O)(Nc1ccc(Br)cc1)N1CCOCC1 (configuration not stated),-1,3,29,-0.6,-10,-4,4,0.4,0.3
O=C1CCCc2c1cc(C(=O)NC1CCSC1=O)c(=O)n2-c1ccccc1 (configuration not stated),-1,3,5,-0.1,3,6,12,1.3,-3.1
Cc1ccc(-c2cc(C(=O)n3cnc4ccccc43)c3ccccc3n2)cc1C,5,2,29,-0.2,-34,-24,31,0.6,-1.4
CCOc1ccc(C2C(C#N)=C(N)Oc3nc[nH]c(=O)c32)cc1OC (configuration not stated),-20,2,7&-16,-0.8,-11,-10,-24,0.9,0.1
COc1ccc(SCCc2ccncc2)cc1,-8,-4,-36,4.5,12,-8,20,2.2,1.6
NC(Cc1ccc(Oc2ccc(O)cc2)cc1)C(=O)O (configuration not stated),-9,0,18,1.9,12,-10,-3,1.0,-0.4
OCCCc1n[nH]c(=S)n1-c1ccccc1,-10,3,21,0.6,-4,6,-13,1.3,0.1
CNc1ccn(C2CCCO2)c(=O)n1 (configuration not stated),-1,/,-5,0.2,32,-2,-16,1.1,-0.7
O=C(NC(=O)c1cccc(F)c1)Nc1nc(-c2ccc(F)cc2)cc(C(F)(F)F)n1,-17,-3,11,0.6,15,7,28,0.2,2.6
COc1nc(-c2cccc([N+](=O)[O-])c2)nc2ccccc12,9,/,4,-0.4,-23,0,18,0.3,0.6
COc1cccc(/C=N/n2nnnc2N)c1,-11,/,-13,0.9,9,-7,-11,0.2,2.0
COc1ccc(N2CCN(C(=O)CSc3nnc(COc4cccc5cccnc45)o3)CC2)cc1,-10,-7,-9,0.1,1,4,18,-0.4,-0.5
Cc1ccc(S(=O)(=O)N2CCC[C@H]2C(=O)OC(C)C(=O)Nc2ncc(Cl)cc2Cl)cc1 (some centres not stated),-14,-1,31,-0.3,14,-8,18,-0.7,-1.0
Cc1ccc(CN2CCN(/N=C/c3sccc3C)CC2)c(C)c1,-5,5,-45,1.3,-7,-4,35,0.5,0.2
Cc1cc(C)nc(N2CCC(C(=O)O)CC2)n1,7,-1,4&7,0.9,4,15,23,1.0,-0.3
O=C(CCSc1nccn1Cc1ccccc1)N1CCOCC1,-17,3,6,1.0,1,-4,17,-0.1,0.5
COc1ccc(NC(=O)N2CCC(c3ccccc3)C2)c(OC)c1 (configuration not stated),-25,6,-35,-0.3,-10,-19,20,0.1,0.1
CC1(C)CC(=O)c2cc(C(=O)O)c(=O)n(-c3ccccc3)c2C1,-13,3,8,0.9,-3,-13,21,0.7,0.6
c1ccc2sc(-c3ccncc3)nc2c1,-8,/,-21,-0.2,16,-3,40,0.3,-0.2
O=C1N(Cc2cccnc2)C[C@@H]2C[C@@H](c3ccccc3C#Cc3ccccc3)N3CCC[C@@]123,-2,-2,-1,-0.4,13,10,25,0.1,7.5
COc1ccc(CCNC(=O)/C=C/C(=O)O)cc1OC,-5,-1,20,0.1,3,8,-13,0.8,2.5
Cc1ccccc1C(=O)Nc1ccc(C(=O)N/N=C/c2ccc(O)c(Br)c2)cc1,-31,-2,-68,2.6,5,-10,55,-0.2,-1.9

(further entries)
Molecule,S1P4 antag,NPY-Y1 antag,EP2 mod,zfTRPN1 agonist,NPY1 pot ag,NPY2 pot ag,CHOP inh,TRPML3 agonist,S1P4 agonist
Cc1c(NC(=O)c2cccc(NC(=O)c3ccco3)c2)cccc1C(=O)O,-20,-4,2,1.4,-4,2,24,1.1,2.4
c1cncc(-c2nnc(-c3cccnc3)nn2)c1,-5,0,13,1.3,-2,3,7,1.1,0.8
COc1ccccc1/C=C/C=N/NC(=O)CN1CCN(S(=O)(=O)c2ccc(C)cc2)CC1,-8,5,3,-0.8,16,1,2,-0.1,-0.5
CN(C)/C=C1\SC(=S)N(N2C(=O)C3C4C=CC(C4)C3C2=O)C1=O (configuration not stated),-2,-2,-5,-1.5,3,12,-19,1.0,-1.3
CCCOc1ccc(C(=O)NC(=S)NNC(=O)c2c(-c3ccccc3)noc2C)cc1,-13,/,-29,99*,-3,-1,63,52*,1.6
Cn1nnnc1SCC(=O)N1CCN(c2ccccc2)CC1,-1,-6,16,2.0,6,-4,18,0.1,1.9
COc1ccc(-c2cc(-c3ccccc3)n[nH]2)c(O)c1,-1,-4,-63,2.1,-3,-3,-39,1.1,0.9
O=C(/C=C/c1ccccc1[N+](=O)[O-])NCc1cccnc1,0,1,12,0.0,-6,9,18,0.8,1.4
COc1ccc2c(COC(=O)CC3Sc4ccccc4NC3=O)cc(=O)oc2c1 (configuration not stated),-6,8,-6,-0.6,17,13,19,0.6,0.2
CCCCc1nnc(NC(=O)CCSc2ccccc2)s1,2,7,6,-0.4,-24,-12,30,-0.1,-0.2
COc1ccc(Cn2c(C(C)C)nc3sc4ccccc4c(=O)c3c2=O)cc1,0,/,24,0.0,-5,-7,79*,0.4,0.2
CCOC(=O)N1CCN(C(=O)CN2C(=O)COc3ccc(C)cc32)CC1,8,3,6,1.9,-6,-19,42,-0.4,1.4
